NPR1 activator: GC-A (human) enzyme activation; 0.14% of 370,000 active; HEK293 GC-A cells, cGMP TR-FRET, EC30 ANP; 0% at EC30 ANP, 100% saturating ANP; activation, % at 10 µM; P16066; in the data active = activation above about 40%
ADAM17 inh: ADAM17 inhibition, QFRET primary screen | P78536 | recombinant ADAM17, EDANS/DABCYL FRET peptide cleavage | inhibition, % at 6.95 µM | 0.83% of 370,000 active;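 active = inhibition above the mean of compounds lying between control limits plus 3 SD, set per campaign, cut at about 8.5% in these data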;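 also: 0% = DMSO-only wells as the low control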
hgDAF-12 ag: hgDAF-12 agonism, primary luciferase screen; HEK293 GAL4-hgDAF12 UAS-luciferase reporter, agonist luminescence; normalized to butyrate control; activation, % at 6.8 µM; 1.8% of 370,000 active; AID 687014;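 active = activation above a cutoff set at the mean of all screened compounds plus 3 SD, cut at about 10% in these data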;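 also: 0% = DMSO wells and 100% = sodium butyrate wells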
DAX1 inh-1: inhibits human nuclear receptor DAX1 | HEK293 Gal4-DAX1 luciferase reporter, luminescence | inhibition, % at 6.75 µM | 0.99% of 340,000 active | AID 504766;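 active = inhibition above the mean over all tested compounds plus 3 SD, cut at about 4.2% in these data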;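 also: 0% = DAX1-transfected cells with DMSO and 100% = empty-vector control cells with DMSO; inhibition shows as a rise in luminescence from relieved DAX1 repression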
Target sequence (P51843 207-470 limits assumed): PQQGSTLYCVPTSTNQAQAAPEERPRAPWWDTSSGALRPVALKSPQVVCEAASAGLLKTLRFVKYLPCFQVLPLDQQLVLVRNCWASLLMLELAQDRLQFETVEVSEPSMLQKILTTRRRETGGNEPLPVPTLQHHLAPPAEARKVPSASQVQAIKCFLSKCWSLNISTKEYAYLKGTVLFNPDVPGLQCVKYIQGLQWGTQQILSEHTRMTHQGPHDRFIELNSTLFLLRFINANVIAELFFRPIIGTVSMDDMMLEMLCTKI
ADAM10 inh: inhibitors of human ADAM10. O14672. inhibition, % at 7 µM. 0.62% of 370,000 active. recombinant ADAM10, EDANS/DABCYL FRET peptide cleavage, 3 h;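 active = inhibition above a per-campaign cutoff equal to the mean of compounds falling between control-based bounds plus 3 SD, cut at about 20% in these data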;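 also: 0% = DMSO wells while the 100% control is not disclosed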
Target sequence (O14672 214-748 limits assumed): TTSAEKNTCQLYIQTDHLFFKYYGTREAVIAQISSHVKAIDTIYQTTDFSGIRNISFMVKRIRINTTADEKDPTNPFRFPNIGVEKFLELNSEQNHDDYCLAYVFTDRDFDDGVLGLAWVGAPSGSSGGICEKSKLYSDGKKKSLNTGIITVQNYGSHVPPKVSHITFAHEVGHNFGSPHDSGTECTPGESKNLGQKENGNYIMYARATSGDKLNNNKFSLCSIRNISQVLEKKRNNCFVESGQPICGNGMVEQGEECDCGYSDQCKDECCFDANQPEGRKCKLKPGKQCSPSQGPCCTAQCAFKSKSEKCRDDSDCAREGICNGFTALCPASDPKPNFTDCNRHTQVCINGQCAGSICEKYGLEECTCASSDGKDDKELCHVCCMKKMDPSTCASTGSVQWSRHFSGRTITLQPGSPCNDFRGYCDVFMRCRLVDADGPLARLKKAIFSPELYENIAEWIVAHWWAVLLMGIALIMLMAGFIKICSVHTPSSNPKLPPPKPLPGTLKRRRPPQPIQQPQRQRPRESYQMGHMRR
FXN GAA850 act: frataxin GAA850 promoter activation; HEK293 lucGAA850 FXN promoter luciferase reporter, 24 h; percent of 10 µM SAHA response; AID 540364; activation, % at 6 µM; 0.56% of 360,000 active;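 active = activation above the average of all compounds screened plus 3 SD, cutoff fixed separately per campaign, cut at about 7.5% in these data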;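 also: 0% = DMSO wells and 100% = 10 µM SAHA wells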
PG9 Ab binder: PG9 antibody binding by small molecule; TR-FRET gp120-PG9 antibody binding; inhibition, % at 6.7 µM; 0.43% of 360,000 active; AID 624416; in the data active = inhibition above about 8.5%
SMARCA2 activ: increases SMARCA2 function in MMTV reporter cells; activation, % at 9.1 µM; MG213 cells, MMTV-luciferase reporter, dexamethasone, overnight; 1% of 370,000 active; AID 652017; in the data active = activation above about 7.8%;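 also: 0% = vehicle wells and 100% = reference activator wells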
hcDAF12 agonist: activators of H. contortus DAF-12 nuclear receptor | HEK293 hcDAF-12 lit1-tk-luc reporter, luminescence; 0% DMSO, 100% Δ7-dafachronic acid | activation, % at 6.8 µM | 1.4% of 370,000 active;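 active = activation above the mean of all tested compounds plus 3 SD, cut at about 5.5% in these data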;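 also: 100% = response to 3 µM Δ7-dafachronic acid high control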
ssDAF12 agonist: S. stercoralis DAF-12 activation, primary screen; 1% of 370,000 active; HEK293 ssDAF-12/GRIP1 lit1-tk-luc reporter, luminescence; % of 3 µM dafachronic acid response; activation, % at 6.8 µM; AID 652126;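 active = activation above the mean over all tested compounds plus 3 SD, cut at about 0.9% in these data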;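 also: 0% = DMSO-only wells and 100% = 3 µM delta7-dafachronic acid wells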
DAX1 inh-2: inhibitors of DAX1 repression of SF-1 activated StAR promoter. HEK293T StAR-luciferase reporter, SF-1/DAX-1 repression relief. inhibition, % at 6.8 µM. 1.1% of 370,000 active. AID 652010;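 active = inhibition above the mean over all tested compounds plus 3 SD, cut at about 3.6% in these data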;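 also: 0% = DAX-1 cells with DMSO and 100% = cells lacking DAX-1 with DMSO; higher inhibition means more luminescence from relief of DAX-1 repression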
Starred values were filed as active, the others as inactive; / = no result given.

Every second line gives: NPR1 activator	ADAM17 inh	hgDAF-12 ag	DAX1 inh-1	ADAM10 inh	FXN GAA850 act	PG9 Ab binder	SMARCA2 activ	hcDAF12 agonist	ssDAF12 agonist	DAX1 inh-2
COc1ccccc1OCC(=O)NCC1CCCN(Cc2cnn(C(C)C)c2)C1 (stereo not drawn)
→ -0.5	-3.4	3.4	1.0	-7.7	0.5	-0.4	0.6	-0.5	-0.8	-1.2
COc1ccc(NC2CCCN(C(=O)CCN3CCOCC3)C2)cc1 (stereo not drawn)
→ 0.0	1.5	-0.4	0.7	1.5	-0.6	-2.5	2.5	0.3	-1.0	0.0
CC(C)NC(=O)c1ccccc1NC(=O)Cc1ccc([N+](=O)[O-])cc1
→ -2.5	-4.4	-2.3	0.6	-5.2	-0.2	-1.3	-4.5	0.6	-1.3	-0.7
CCC(NC(=O)Cc1c(C)c2c(cc(C)c3c(C)c(C)oc32)oc1=O)C(=O)O (stereo not drawn)
→ 2.2	-109.1	-0.8	-0.4	-323.3	0.3	0.0	-2.5	-0.3	-1.2	-0.1
Cc1ccc2nc(/C(C#N)=C\c3ccc(Oc4ccc(C(F)(F)F)cc4[N+](=O)[O-])cc3)[nH]c2c1
→ 4.9	-1.6	4.2	1.7	-7.3	-0.5	-1.9	1.6	-0.9	-0.8	-0.1
COc1ccc(/C=N/Nc2nonc2N)c(OC)c1
→ 5.7	1.2	6.5	-0.2	-2.5	0.3	-1.1	2.2	0.4	-1.4	-0.7
CCc1nc(N2CCCC2C(=O)O)c2oc3ccccc3c2n1 (stereo not drawn)
→ -4.7	0.0	-1.9	0.2	-4.8	1.4	1.0	-2.0	-0.1	-0.8	0.1
C/C(=N\N=C(/N)SC1CC(=O)N(c2cccc(Cl)c2)C1=O)c1cccs1 (stereo not drawn)
→ -7.0	7.6	1.6	-1.0	27.3*	-2.5	-0.7	1.0	-0.9	0.0	0.8
Clc1cccc(OCCn2ccnc2)c1
→ 10.2	2.4	0.3	1.6	4.0	2.0	0.1	-0.9	0.1	-1.4	0.1
CC1CCc2cc(F)ccc2N1C(=O)CSc1nnc(-c2cccs2)n1C (stereo not drawn)
→ 0.5	1.8	-0.7	-0.6	-1.7	-2.1	2.0	-0.1	-0.1	-1.3	-0.7
CC(=O)Nc1ccc(OC(=O)c2cc3ccccc3oc2=O)cc1
→ 5.7	-8.7	3.8	0.0	-13.7	1.7	1.4	2.1	0.4	-0.9	0.3
COc1ccccc1N1CCN(C2CC(=O)N(C)C2=O)CC1 (stereo not drawn)
→ 2.2	-5.3	-3.7	-1.0	-11.8	0.0	-0.8	-5.7	-0.9	-1.1	0.7
CCc1cccc(NC(=S)N(CCN(C)C)C(C)c2ccncc2)c1 (stereo not drawn)
→ -4.9	-5.4	-0.2	0.5	-11.1	-0.2	-1.6	-1.9	0.0	-0.8	0.1
CC1(C)CC(=O)c2c(nc(SCC(=O)Nc3nsc(-c4ccccc4)n3)c(C#N)c2-c2ccccc2)C1
→ -18.2	-5.4	0.8	-0.7	5.7	0.5	-0.8	-0.4	-1.9	-1.4	-0.8
CN1CCN(C(=O)c2ccc(NS(=O)(=O)c3cccc([N+](=O)[O-])c3)cc2)CC1
→ 0.4	-2.5	0.4	0.1	3.6	-0.2	-0.3	5.2	0.6	-0.6	1.2
CCCc1cc(=O)[nH]c(SCC(=O)Nc2nonc2C)n1
→ 4.5	-1.8	0.9	0.2	1.0	0.1	-3.3	-1.0	-0.3	-1.3	0.2
Cc1cc(S(=O)(=O)N2CCOCC2)ccc1OCC(=O)N1CCC(C)CC1
→ 3.6	-1.2	0.0	2.0	0.6	1.6	-0.8	-1.8	-1.6	-0.6	0.5
CCCCCCCCNS(=O)(=O)CC1NCc2cc(OC)ccc21 (stereo not drawn)
→ 1.1	-9.9	1.1	/	-39.9	/	/	1.0	-0.9	-0.6	0.1
CC(C)CC1NC(=O)c2ccccc2-n2c1nc1ccc(Cl)cc1c2=O (stereo not drawn)
→ -3.9	-3.8	0.1	/	-2.9	/	-1.6	-1.3	-2.1	-1.0	0.2
O=C(Nc1cc(C(F)(F)F)ccc1-n1cnc2ccccc21)c1ccccc1
→ -19.8	-0.6	1.9	-1.2	0.9	1.9	0.1	-2.4	-0.4	-0.8	0.0
CCN(CC(O)CON=C1c2ccccc2-c2ccccc21)S(=O)(=O)c1ccc(C)cc1 (stereo not drawn)
→ -14.1	9.4*	-0.4	-0.3	17.0	7.6*	-1.0	-3.8	-4.5	-2.0	-1.1
COc1cccc(-c2[nH]nc3c2C(c2ccc(C)o2)C(C#N)=C(N)O3)c1 (stereo not drawn)
→ -4.0	3.4	-3.1	/	2.3	/	-2.1	-2.9	-1.4	-0.9	-0.8
CCN(CC(=O)NCc1cccs1)C(=O)/C=C/c1ccc(OC)c(OC)c1
→ -2.2	-35.2	-0.6	-0.8	-104.3	1.3	-1.0	1.6	-1.1	-1.1	-0.6
COc1ccccc1CCn1cnc(-c2ccc(F)cc2)c1CC(C)C
→ -3.9	2.7	-0.4	/	7.2	/	0.0	-8.5	-2.8	-1.7	-1.8
O=C(Cn1nnc2ccccc21)OCC(=O)c1ccc(Cl)c(Cl)c1
→ 8.0	-7.0	0.9	-1.5	5.4	0.1	-0.5	0.7	0.8	-1.2	-0.2
CC1(C)Cc2cccc(OCC(=O)N3CCN(S(=O)(=O)c4ccc(F)cc4)CC3)c2O1
→ -25.3	-1.8	0.7	0.8	0.9	2.3	-0.5	3.8	-0.5	-1.5	0.6
COc1ccc([N+](=O)[O-])cc1NC(=O)CCc1ccccc1
→ 2.9	-2.8	-1.7	-1.2	-4.9	1.7	0.4	-2.7	0.0	-1.1	-0.2
CCN1CCN(C(=O)c2oc(=O)c3ccccc3c2-c2ccc(C)cc2)CC1
→ -2.5	-2.5	-1.6	1.6	-13.9	15.5*	-1.1	-1.6	1.1	-1.4	-0.2
O=C(O)c1cc(N/N=C2/CC(c3ccccc3)Oc3ccccc32)ccc1Cl (stereo not drawn)
→ -7.2	-10.5	1.6	1.3	-44.3	1.2	-2.5	10.3*	1.6	-0.9	0.7
O=C(CSc1nnc(-c2cccnc2)n1Cc1ccco1)NCc1ccc2c(c1)OCO2
→ -2.4	-1.5	-0.6	1.2	-2.2	-0.7	0.9	-0.9	-2.0	-1.8	0.2
CCn1ncc(Br)c1C(=O)Nc1ccc2c(c1)OCCO2
→ 0.3	-2.9	-0.1	0.2	1.4	0.0	1.3	0.1	-1.1	-1.5	0.1
CN(C)C(=O)COC(=O)c1ccccc1OCC(=O)Nc1ccc(SC(F)F)cc1
→ 4.8	-1.4	-1.4	1.0	0.3	-2.1	-0.8	2.1	-1.9	-2.1	-0.9
Cc1csc(=O)n1CCC(=O)OC(C)C(=O)Nc1ccc(N2CCOCC2)cc1 (stereo not drawn)
→ -1.3	-1.9	0.2	0.4	-10.5	-0.2	1.1	-1.0	-0.5	-1.5	0.0
c1cc2c(cc1-c1cnc3n1CCC3)OCCO2
→ 0.1	-1.7	2.3	0.7	4.8	-1.2	-1.9	-1.8	-0.7	-1.8	0.4
COc1ccc(-c2nnc(SCC(=O)Nc3ccc(S(=O)(=O)Nc4nccs4)cc3)n2-c2ccc(OC)cc2)cc1
→ -6.6	5.5	1.4	/	19.0	/	/	-1.9	-1.2	-1.4	-0.7
Clc1nc(-c2ccccc2)ncc1Oc1ccccc1
→ 2.8	-1.3	3.7	/	4.1	1.9	-1.6	5.0	-1.8	-0.5	-0.4
CCS(=O)(=O)N1CCN(c2ccccn2)CC1
→ -1.2	-0.8	1.1	1.9	-10.2	-0.2	-0.3	-2.5	1.2	0.0	0.2
COc1ccc(N2C(=O)C3CCCN3C2c2ccccc2F)cc1 (stereo not drawn)
→ -1.5	-1.1	0.8	4.9*	-7.6	2.9	-0.2	0.6	1.8	-0.8	0.8
Cc1cccnc1NC(=O)Nc1cccc(C(F)(F)F)c1
→ -7.8	3.0	1.4	0.6	5.7	0.0	0.0	-2.2	0.3	-1.4	-0.1
Cn1c(CNC(=O)c2ccco2)nnc1SCC(=O)Nc1cccc(F)c1
→ 2.4	-2.6	-2.8	0.6	-5.3	0.9	0.5	-3.5	1.0	-1.9	0.7
Cc1nnc(SCC(=O)Nc2cccc(C(F)(F)F)c2)n1Cc1ccco1
→ -6.1	-2.3	-1.3	0.1	-11.5	1.4	-0.5	-7.2	-1.7	-1.4	-0.6
CCC(C(=O)Nc1c(C)cccc1C)n1c(-c2ccc(=O)[nH]c2)nc2ccccc21 (stereo not drawn)
→ 2.3	-9.9	1.4	/	-21.0	/	-0.7	0.5	4.8	1.5*	0.8
CCn1nc(C)cc1-c1nnc(Sc2ncc([N+](=O)[O-])s2)n1C
→ -6.8	-1.9	-3.6	-4.1	-1.0	-8.9	1.5	-7.7	-1.4	-1.1	-2.1
COc1ccc(C=Nc2cccc3c(=O)[nH][nH]c(=O)c23)c2ccccc12
→ -3.3	-35.5	1.6	1.3	-88.2	0.2	-0.8	-1.9	3.7	0.3	0.3
CCOC(=O)Cc1c(Sc2ccccc2)c2cc(C)ccc2n1C
→ -6.5	-2.3	-4.0	1.0	-6.5	2.8	-0.8	-4.6	0.4	-0.7	-0.8
CC(=O)NC12CC3CC(CC(CC(=O)O)(C3)C1)C2
→ 2.7	-1.8	0.9	0.9	-2.6	-1.4	0.5	-1.3	-0.4	-0.6	1.1
C[C@@]12C(=O)NCC(=O)N1[C@@H]1c3cc(Br)ccc3OC[C@@H]1[C@@H]2c1ccccc1
→ -6.8	-3.4	2.8	0.9	-6.0	-1.1	1.2	-0.6	0.7	-1.0	0.0
COc1cc(OC)c(C(=O)OCC(=O)Nc2nnc(-c3ccccc3)o2)cc1OC
→ -1.2	-1.7	1.1	0.0	-12.4	-1.3	-0.8	-4.2	-0.5	-1.1	-1.0
CCn1cc(C(=O)N2CCN(c3ccc(F)cc3)CC2)c2cc(OC)c(OC)cc2c1=O
→ -2.7	-3.5	1.7	-1.2	-1.8	4.0	0.3	-0.4	0.1	-1.1	0.1
O=C1C2C3c4ccccc4C(c4ccccc43)C2C(=O)N1Cc1cccnc1 (stereo not drawn)
→ -5.4	-0.7	-2.8	0.1	-2.8	1.9	1.2	3.5	-2.4	-0.9	-0.7
COc1ccc(NC(=O)c2ccc(COc3ccc(C)cc3)o2)cc1
→ 0.7	-2.5	1.1	-0.3	-3.3	1.6	0.9	-1.3	0.0	-0.6	0.3
CCCC(=O)Nc1ccc(C(=O)N2CCCC2)cc1
→ 3.0	-4.8	-0.6	0.9	-1.4	2.8	0.7	-3.3	-1.0	-0.6	-0.4
CC(C)(C)NC(=S)N/N=C\c1ccc(-c2ccc([N+](=O)[O-])cc2)o1
→ 8.1	-2.2	2.9	/	0.7	2.6	-0.3	3.0	-0.8	-1.0	0.1
CCC(=O)c1cn(CC(=O)NCc2ccco2)c2ccccc12
→ -4.4	1.6	1.3	4.1	4.7	5.4	-0.7	2.0	0.4	-0.6	0.3
O=C(COC(=O)c1ccc[nH]c1=O)Nc1cc(S(=O)(=O)N2CCCCCC2)ccc1Cl
→ 1.2	-5.6	1.2	1.2	-7.8	-0.6	1.0	0.5	0.2	-0.6	-0.2
COc1ccc(C)cc1S(=O)(=O)N1CCN(C/C=C/c2ccccc2)CC1
→ 0.8	-0.1	0.1	-0.3	-19.7	0.4	1.2	-4.4	0.0	-1.1	-1.5

Source: PubChem
